SIRT5 block – sirtuin-5 (human) deacylase inhibition | Purified SirT5, succinyl-peptide AMC, trypsin-coupled fluorescence | inhibition, % at 15 µM | 1.1% of 330,000 active; in the data active = inhibition above about 15%
Target sequence (Q9NXA8 whole entry, looked up): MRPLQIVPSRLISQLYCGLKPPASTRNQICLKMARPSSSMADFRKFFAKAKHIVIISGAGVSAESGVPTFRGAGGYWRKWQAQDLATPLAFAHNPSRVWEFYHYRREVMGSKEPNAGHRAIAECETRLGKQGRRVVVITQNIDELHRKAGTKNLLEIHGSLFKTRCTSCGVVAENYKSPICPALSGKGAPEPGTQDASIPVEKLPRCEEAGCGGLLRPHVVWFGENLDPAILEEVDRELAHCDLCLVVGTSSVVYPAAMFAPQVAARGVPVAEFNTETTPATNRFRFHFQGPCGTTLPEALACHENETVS
Statin myotox sup – suppressors of simvastatin-induced myotoxicity in C2C12 myotubes; ATP luminescence, 48 h; scaled: DMSO 0, geranylgeraniol control 100; rescue of ATP level, % at 7.49 µM; 0.78% of 330,000 active; AID 602340;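 active = mean ATP rescue above about 67%, or every replicate alone reaching that limit, limit read from the data, passing the limit was not always enough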;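 also: myotubes were challenged with 10 µM simvastatin during compound exposure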
esBAF inh – SWI/SNF esBAF complex inhibition; 2% of 350,000 active; reporter increase, % at 12.5 µM; mouse ES cells, Bmi1-luciferase knock-in reporter, 24 h; 100% = twice the neutral-well signal; AID 602393; in the data active = activation above about 40%;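 also: 0% = median of the plate's neutral control wells and 100% = double that signal; a rise in the Bmi1 reporter signal indicates esBAF inhibition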
ERp5 block – inhibitors of human ERp5; Q15084; ERp5 insulin aggregation, absorbance 650 nm, 90 min; inhibition, % at 9.99 µM; 0.05% of 350,000 active;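 active = mean replicate inhibition above about 25%, with every replicate also reaching it, limit read from the data, passing the limit was not always enough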
Target sequence (Q15084 whole entry, looked up): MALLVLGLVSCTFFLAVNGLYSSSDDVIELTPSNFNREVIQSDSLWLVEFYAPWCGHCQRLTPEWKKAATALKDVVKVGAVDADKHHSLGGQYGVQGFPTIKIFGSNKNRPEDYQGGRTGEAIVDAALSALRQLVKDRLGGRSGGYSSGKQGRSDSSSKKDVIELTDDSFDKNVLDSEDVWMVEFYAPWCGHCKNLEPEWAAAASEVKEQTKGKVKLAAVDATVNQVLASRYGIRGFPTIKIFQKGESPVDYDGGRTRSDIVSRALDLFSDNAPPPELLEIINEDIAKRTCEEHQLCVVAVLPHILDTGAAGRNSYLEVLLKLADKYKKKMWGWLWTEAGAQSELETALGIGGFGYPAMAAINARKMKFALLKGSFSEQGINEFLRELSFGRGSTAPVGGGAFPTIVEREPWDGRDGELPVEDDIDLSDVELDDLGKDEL
miR122 inh – inhibitors of miR-122 in Huh7 cells; Huh7 miR-122 Renilla luciferase sensor, 48 h; neutral wells = 0, positive control = 100; 0.3% of 340,000 active; AID 602342; activation (reporter increase), % at 12.5 µM;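 active = mean replicate activation score at least 90 and every replicate individually at or above 90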;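 also: higher luciferase means less miR-122 activity so hits act as miR-122 inhibitors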
ARNT TACC3 PPI – disrupts binding between human ARNT and TACC3 | Q9Y6A5 | AlphaScreen His-ARNT PAS-B/GST-TACC3 binding, luminescence; TACC3 fragment carries E629A point mutation | inhibition, % at 9.99 µM | 0.66% of 390,000 active | AID 623870;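 active = mean inhibition of replicates at least 50% and at least half of replicates each reaching 50%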;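 also: 0% = complete ARNT plus TACC3 wells and 100% = ARNT alone without TACC3; many hits fall short of the cut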
Cneo AK release – Cryptococcus neoformans lysis via adenylate kinase release; C. neoformans lysis, adenylate kinase release luminescence, 4 h; normalised: neutral wells 0, clomiphene wells 100; lysis activity, % at 15 µM; 0.2% of 360,000 active;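 active = mean lysis activity across replicates of at least 80%, whatever share of replicates individually reach that level; inactive = mean lysis activity below 80%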
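Test system: log-phase Cryptococcus neoformans yeast cells. Input: 5 × 10^6 yeast cells/mL. Medium: fresh YPD growth medium. Doses: single dose. Incubation: static 4 h at 37 °C with compound, 1 h detection. Measured by: luminescent adenylate kinase detection reagent. Read-out: signal increase indicating cell lysis. Benchmarks: Clomiphene.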
Numbers without * were called inactive; nt = no result given; [ ] = another dose, or the depositor's remark.

Molecule,SIRT5 block,Statin myotox sup,esBAF inh,ERp5 block,miR122 inh,ARNT TACC3 PPI,Cneo AK release
Cc1cc(C)c2nc(N(CCN(C)C)C(=O)/C=C/c3cccs3)sc2c1,-2,2,-41,16,1,nt,28
CS(=O)(=O)N1CCN(C(=O)c2cc(-c3ccccc3)nc3ccccc23)CC1,nt,19,2,nt,5,-1,-2
C[C@H]1CN([C@@H](C)CO)C(=O)c2cccc(NC(=O)NC3CCCCC3)c2O[C@H]1CN(C)C(=O)Nc1ccc2c(c1)OCO2,2,-18,1,1,13[16.7 µM],nt,-1
CC(C)N1C(=O)CCC1C(=O)NCCc1ccccc1 (stereo not drawn),nt,14,4,nt,-2,0,3
Cc1cc(=O)cc(C)n1-c1ccc(Cl)cc1,-4,nt,nt,0,nt,7,nt
CCCCCCCCC(=O)N1CCN(c2cc3c(cc2F)c(=O)c(C(=O)O)cn3CC)CC1,-3,7,-2,-2,-2,-8,0
Cc1noc(C)c1S(=O)(=O)N(C)C[C@@H]1OCCCC[C@@H](C)Oc2ccc(NS(=O)(=O)c3cccs3)cc2C(=O)N([C@H](C)CO)C[C@@H]1C,0,nt,0,2,3[16.7 µM],0,2
COc1ccc(Cl)cc1C(=O)OCC(=O)N(C)CC(=O)Nc1ccc(F)cc1,0,7,nt,2,nt,2,5
O=[N+]([O-])c1ccc(COc2ncnc3ccccc23)cc1,-5,nt,nt,-3,nt,0,nt
CCOc1ccc(C(=O)OCC(=O)N(Cc2ccccc2)Cc2ccccc2)cc1OC,-4,-6,-2,5,3,-4,-1
C[C@H](CO)N1C[C@H](C)[C@H](CN(C)C(=O)C2CCCCC2)Oc2ncc(C#CC3CCCC3)cc2C1=O,9,-12,-2,2,0[16.7 µM],-1,1
O=C(Oc1ccccc1)c1ccc(-n2cnnn2)cc1,nt,nt,-7,nt,-15,-6,nt
Cc1ccc(OCCC(=O)N(CCC(C)C)c2c(N)n(Cc3ccccc3)c(=O)[nH]c2=O)cc1,nt,-26,0,nt,nt,-1,nt
COc1cc2[nH]c3c(=O)n(CCN4CCOCC4)cnc3c2cc1OC,-7,nt,5,18,nt,2,3
CCOC(=O)C1CCCN(C(=O)c2cccc(S(=O)(=O)N3CCOCC3)c2)C1 (stereo not drawn),1,5,-2,1,-5,0,1
C[C@H]1CN([C@@H](C)CO)C(=O)c2cc(C#CC3CCCC3)cnc2O[C@@H]1CN(C)C(=O)Nc1ccccc1,-3,49,-5,7,21[16.7 µM],-4,-2
C[C@@H]1CCCCO[C@@H](CN(C)C(=O)C2CCCCC2)[C@@H](C)CN([C@H](C)CO)C(=O)c2cc(NC(=O)Nc3ccc(C(F)(F)F)cc3)ccc2O1,-8,nt,-7,8,4[16.7 µM],-6,1
O=C(CN1C(=O)NC(CCc2ccccc2)C1=O)N1CCCCCC1 (stereo not drawn),-3,2,-13,1,5,nt,-1
O=C1CCc2cc(S(=O)(=O)Nc3ccc(C(F)(F)F)cc3)cc3c2N1CC3,0,7,4,6,nt,-3,0
NC(=O)c1ccccc1OCC(=O)NS(=O)(=O)c1ccccc1,nt,25,-6,nt,0,-2,nt
O=C(CSc1n[nH]c(-c2ccco2)n1)Nc1ccccc1,-1,3,2,-1,nt,-4,-1
O=C(CN1CCOCC1)NCC[C@@H]1CC[C@@H](NC(=O)c2ccccc2F)[C@@H](CO)O1,2,0,6,-4,nt,4,10
O=C(COc1ccc(Br)cc1CO)Nc1ccccc1,nt,-5,56*,nt,-4,-1,0
CCN1CCN(c2ccc(S(=O)(=O)N3CCOCC3)cc2NC(=O)c2ccc(F)cc2Cl)CC1,0,1,-3,3,nt,-2,0
COc1cccc(C(=O)N(C)C(C)c2nc3ccccc3s2)c1 (stereo not drawn),-2,28,-3,3,-4,-1,1
CCCCN(C(=O)c1cc(S(=O)(=O)N2CCCCC2)ccc1Cl)c1c(N)n(CCC)c(=O)[nH]c1=O,4,7,0,0,-6,-5,4
O=C(CSc1nnc(-c2ccncc2)n1Cc1ccco1)N1c2ccccc2Sc2ccc(Cl)cc21,nt,nt,3,nt,2,0,2
N#Cc1c(C(F)(F)F)cc(-c2ccco2)nc1SCc1ccncc1,nt,nt,nt,nt,5,-2,-1
CN(C)c1nc(N(C)C)nc(N(C)C)n1,1,-2,6,2,-5,-1,-1
C#CCOCCOCCOCCNc1nc(N2CCOCC2)nc(N2CCN(C(=O)[C@H](CCCCN)n3cc([C@@H](N)CO)nn3)CC2)n1,nt,10,4,nt,-5,13,-3
Cn1cc(NC(=O)Nc2ccc(C(F)(F)F)cc2)c(C(F)(F)F)n1,-1,nt,nt,1,10,-11,-3
COc1ccc(NC(=O)N(C)C[C@@H]2Oc3ccc(NC(=O)Nc4ccc(F)cc4)cc3C(=O)N([C@H](C)CO)C[C@@H]2C)cc1,4,-17,-1,-2,-4[16.7 µM],1,-1
COc1ccc(S(=O)(=O)Nc2nnc(C(C)C)s2)cc1,nt,-11,-8,nt,8,-5,-1
COc1ccc(S(=O)(=O)N(C)C[C@H]2Oc3ccc(NS(=O)(=O)c4ccc(Cl)cc4)cc3C(=O)N([C@@H](C)CO)C[C@@H]2C)cc1,3,-153,-3,-2,-7[16.7 µM],0,-2
NC(=O)/C=C\c1cn(-c2ccccc2)nc1-c1ccc2c(c1)OCCO2,nt,-8,1,nt,1,5,-1
CCCNC(=O)C1(C)CCCN(Cc2ccc3ccccc3c2)C1 (stereo not drawn),-3,-4,-8,3,-11,nt,2
C[C@@H]1CCCCO[C@H](CN(C)C(=O)c2ccccc2)[C@@H](C)CN([C@H](C)CO)C(=O)c2cc(NS(=O)(=O)c3ccc(Cl)cc3)ccc2O1,14,nt,-2,0,3[16.7 µM],-3,34
O=C(c1cccc2ccccc12)C1CCCN(C(=O)CCc2cnccn2)C1 (stereo not drawn),0,1,5,3,-2,3,-1
O=C(NCCCSc1ccccc1)c1cc(Cl)ccc1O,-8,4,0,3,14,-6,-5
COC(=O)c1ccc(NC(=S)N2CCN(Cc3cccc(C)c3)CC2)cc1,nt,-4,-2,nt,-7,-4,4
CC(C)Oc1ccc(/C(O)=C2/C(=O)C(=O)N(CCN3CCOCC3)C2c2ccccc2)cc1 (stereo not drawn),nt,5,-3,nt,-2,11,1
CCOC(CNC(=O)Cn1nc(Cc2ccncc2)c2ccccc2c1=O)OCC,-2,11,0,2,nt,-7,1
CCn1c(-c2ccc(N(C)C)cc2)nc2ccccc21,nt,nt,-16,nt,-2,14,-7
Cc1cc(NC(=O)Nc2ccc(Cl)cc2)n(-c2ccccc2)n1,-6,-6,7,-8,-1,-1,-1
Cc1nnc(SCC(=O)Nc2nccs2)n1C(C)C,1,nt,nt,-1,-8,2,0
COc1ccc(CN(C)C[C@@H]2OCCCC[C@H](C)Oc3ccc(NS(=O)(=O)c4ccc(F)cc4)cc3C(=O)N([C@H](C)CO)C[C@@H]2C)cc1,2,nt,1,-2,-8[16.7 µM],-3,-3
S=c1nn[nH]n1C12CC3CC(CC(C3)C1)C2,nt,1,5,nt,nt,-14,-14
CC1=CC(C)(C)N(C(=O)CSc2nccn2C)c2cc(C)ccc21,nt,-20,-1,nt,-5,3,2
CC(C)CC#Cc1ccc2c(c1)O[C@H](CN(C)Cc1cccc(F)c1)[C@H](C)CN([C@@H](C)CO)S2(=O)=O,-5,nt,-1,-2,8[16.7 µM],0,11
CCCN(C)C[C@H]1Oc2cc(C#Cc3ccccc3F)ccc2S(=O)(=O)N([C@@H](C)CO)C[C@H]1C,-6,nt,-5,6,5[16.7 µM],0,-2

Exported with values under each structure: entries from further up
Below each SMILES: SIRT5 block, Statin myotox sup, esBAF inh, ERp5 block, miR122 inh, ARNT TACC3 PPI, Cneo AK release
Cc1cc(NC(=O)Nc2ccc(Cl)cc2)n(-c2ccccc2)n1
    -6, -6, 7, -8, -1, -1, -1
COc1ccc(NC(=O)N(C)C[C@@H]2Oc3ccc(NC(=O)Nc4ccc(F)cc4)cc3C(=O)N([C@H](C)CO)C[C@@H]2C)cc1
    4, -17, -1, -2, -4[16.7 µM], 1, -1

(next part)
Molecule,SIRT5 block,Statin myotox sup,esBAF inh,ERp5 block,miR122 inh,ARNT TACC3 PPI,Cneo AK release
Cc1ccc(S(=O)(=O)Nc2ccc3c(c2)C(=O)N([C@H](C)CO)C[C@@H](C)[C@H](CN(C)C(=O)Nc2ccc(F)cc2)OCCCC[C@@H](C)O3)cc1,10,nt,-2,10,-10[16.7 µM],6,-3
C[C@@H]1CN([C@@H](C)CO)C(=O)c2cc(-c3cccnc3)cnc2O[C@H]1CN(C)C(=O)NC1CCCC1,2,-5,-2,9,-1[16.7 µM],nt,-3
C[C@H](NC(=O)NCCc1ccccc1)C(=O)O,nt,-10,0,nt,2,4,3
Cc1cc(C)nc(NC(=O)/C=C/c2ccc(Cl)cc2Cl)c1,nt,-8,66*,nt,-5,nt,0
C[C@@H]1CN([C@H](C)CO)C(=O)c2cc(NC(=O)Nc3ccc(F)cc3)ccc2O[C@H]1CN(C)Cc1ccccc1,-3,-59,3,-2,12[16.7 µM],2,2
COC(=O)C[C@H]1CC[C@H](NC(=O)c2ccccc2)[C@@H](CO)O1,0,-6,-2,0,nt,-9,8
CC(C)(C)C(=O)Nc1ccc(C(=O)Nc2cccnc2)cc1,nt,-3,21,nt,0,2,1
COc1cccc(Nc2nc(C(N)c3ccccc3Cl)cs2)n1 (stereo not drawn),-7,-4,1,-20,10,nt,-14
COc1ccc(C(C(=O)NCc2ccccc2)N(Cc2ccc3c(c2)OCO3)C(=O)c2cnccn2)cc1 (stereo not drawn),nt,-11,2,nt,13,-3,-6
S=c1[nH]nc(-c2cc(-c3ccsc3)n[nH]2)n1-c1ccccc1,2,nt,nt,0,7,nt,-1
CC(C)(C)c1ccc(OCC(=O)O/N=C(\N)c2ccncc2)cc1,-3,7,38,0,nt,-12,-1
O=C(NCCO)C(=O)Nc1cc2c3c(c1)CCN3C(=O)CC2,1,29,-3,3,-7,5,3
COc1cccc(CN(CC(=O)NC2CCCCC2)C(=O)c2csnn2)c1,0,2,-2,-3,-4,-3,4
O=C(C[C@@H]1CC[C@H]2[C@@H](COC[C@H](O)CN2C(=O)Nc2ccc(F)cc2)O1)NCCc1ccncc1,8,-5,2,6,1[16.7 µM],-14,4
Cc1ccc(N(C)S(=O)(=O)c2cccc(C(=O)OCC(=O)N(C)Cc3ccccc3)c2)cc1,1,-8,-2,0,0,nt,1
COc1cccc(NC(=S)/C(=C(\[O-])c2cc(C)n(-c3ccccc3F)c2C)[n+]2ccc(N(C)C)cc2)c1,0,nt,nt,6,nt,3,nt
O=[N+]([O-])c1ccccc1-c1cc(-c2ccccc2O)n[nH]1,nt,4,55*,nt,6,13,7
CCCNC(=S)N1CCC(NC(=O)c2ccc(C)cc2)CC1,25*,-5,-1,2,2,-1,1
O=C(c1ccco1)N1CCN(Cc2cc(=O)c(OCc3ccccc3F)co2)CC1,-3,8,-3,3,nt,0,nt

Assay outcomes deposited in PubChem BioAssay by Broad Institute.
